# RBBP9 inhibitor = blocks human serine hydrolase RBBP9 | O75884 | recombinant RBBP9, FP-Rh probe fluorescence polarization | inhibition, % at 7.94 µM | hit rate 0.2% among 220,000 | AID 1515;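 active means inhibition above the campaign mean of all tested compounds plus 3 SD, cut at about 14% in these data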;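 further: plate controls were DMSO wells with RBBP9 for no effect and wells lacking RBBP9 protein for full effect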
# Target sequence (O75884 whole entry, looked up): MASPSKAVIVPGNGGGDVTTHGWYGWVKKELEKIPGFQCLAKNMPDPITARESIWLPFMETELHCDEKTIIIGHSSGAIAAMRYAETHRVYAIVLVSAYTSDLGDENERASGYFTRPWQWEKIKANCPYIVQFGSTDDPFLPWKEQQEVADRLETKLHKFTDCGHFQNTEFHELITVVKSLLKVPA
#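 Test system – recombinant human RBBP9 · Input – RBBP9 2.5 µM in dispensing solution, pre-mixing · Medium – Tris buffer pH 8.0, NaCl, Pluronic · Schedule – preincubation 30 min plus labeling 45 min at 25 °C · Measured by – fluorescence polarization · Measure – % inhibition · Controls – DMSO and no-protein wells · Replicates – one well per compound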
# PGE2 EP2 inh = inhibitors of human EP2 prostaglandin E2 receptor. C6 glioma cells expressing human EP2, cAMP TR-FRET; cells stimulated with saturating PGE2. AID 1422. P43116. inhibition, % at 25 µM. hit rate 0.52% among 260,000;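 active means percent inhibition above 40 after rounding to a whole number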;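 further: rat C6 glioma host cells with rolipram phosphodiesterase inhibitor present; the protocol text gives 20 µM as final concentration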
# Target sequence (P43116 whole entry, looked up): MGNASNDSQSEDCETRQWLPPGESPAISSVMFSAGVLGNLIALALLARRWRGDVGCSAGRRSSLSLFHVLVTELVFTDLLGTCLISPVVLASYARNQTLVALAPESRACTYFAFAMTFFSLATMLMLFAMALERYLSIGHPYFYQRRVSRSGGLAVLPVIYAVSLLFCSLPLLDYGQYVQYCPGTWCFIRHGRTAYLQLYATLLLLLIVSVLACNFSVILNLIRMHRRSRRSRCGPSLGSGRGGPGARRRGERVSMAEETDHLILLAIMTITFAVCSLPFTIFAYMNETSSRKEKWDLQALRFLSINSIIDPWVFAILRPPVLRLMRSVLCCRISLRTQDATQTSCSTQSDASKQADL
# BaF3 tox = parental Ba/F3 viability inhibition as JAK2V617F counter-screen | CellTiter-Glo ATP luminescence | inhibition, % at 5.6 µM | hit rate 1.1% among 220,000;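 active means inhibition above a per-campaign cutoff, the mean inhibition of all tested compounds plus 3 SD, cut at about 27% in these data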;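 further: 0% = DMSO wells and 100% = JAK Inhibitor I control wells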
# PPC-1+TRAIL kill = PPC-1 cancer cell killing with TRAIL present; AID 1443; hit rate 0.41% among 220,000; PPC-1 cells + TRAIL, ATPLite viability luminescence; cell killing (% activity), % at 4 µM;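 active means cell killing above 50% in the first pass at 4 µM, then a duplicate retest at 5 µM averaging 50% or more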;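 further: plate controls were cells with TRAIL plus DMSO for no effect and medium-only wells lacking cells for full effect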
# Ba/F3 V617F tox = reduce viability of Ba/F3 cells dependent on JAK2V617F | Ba/F3 EpoR-JAK2V617F viability, ATP luminescence | inhibition, % at 5.6 µM | hit rate 1.1% among 220,000;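 active means inhibition above the campaign mean plus 3 SD over all tested compounds, cut at about 24% in these data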;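 further: cytokine-independent growth of Ba/F3 cells driven by EpoR plus mutant JAK2; 0% = DMSO-treated cells and 100% = JAK inhibitor I control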
# Furin inh = inhibitors of human furin. P09958. purified furin, fluorogenic substrate cleavage. inhibition, % at 30 µM. hit rate 0.061% among 220,000. AID 463115; in the data active means inhibition above about 25%; further: inactives centre near -15
# p97 ATPase inh = blocks human p97 ATPase activity; P55072; recombinant p97 ATPase, Kinase-Glo ATP luminescence, 3 h; inhibition, % at 8 µM; hit rate 0.42% among 220,000; AID 1481; in the data active means inhibition above about 15%;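 further: 0% = DMSO vehicle and 100% = wells lacking enzyme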
# p47phox inh = inhibitors of human p47phox binding. p47phox/p22phox peptide binding, fluorescence polarization, 2 h. inhibition, % at 24.7 µM. hit rate 0.53% among 220,000;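 active means inhibition above about 30%, limit read from the data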;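 further: 0% = p47phox with labelled peptide and 100% = labelled peptide alone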
# Target sequence (P14598 whole entry, looked up): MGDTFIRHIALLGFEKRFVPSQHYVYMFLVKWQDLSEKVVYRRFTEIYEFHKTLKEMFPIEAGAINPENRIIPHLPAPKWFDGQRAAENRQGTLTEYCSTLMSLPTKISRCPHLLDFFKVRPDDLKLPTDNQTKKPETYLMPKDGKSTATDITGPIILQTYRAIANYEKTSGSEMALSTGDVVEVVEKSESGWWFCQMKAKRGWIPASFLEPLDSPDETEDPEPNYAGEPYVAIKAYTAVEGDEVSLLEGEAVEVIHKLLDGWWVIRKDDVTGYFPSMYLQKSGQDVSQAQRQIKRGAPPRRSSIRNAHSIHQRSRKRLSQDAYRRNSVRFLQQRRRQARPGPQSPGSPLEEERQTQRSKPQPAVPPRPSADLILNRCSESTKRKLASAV
# Tb hexokinase = blocks Trypanosoma brucei hexokinase 1 activity | recombinant TbHK1, G6PDH-coupled NADH A340 | inhibition, % at 10 µM | hit rate 0.11% among 220,000;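 active means inhibition of 50% or more in the single-dose primary screen; inactive means inhibition below 50%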
# The depositor's hits bear a star; . = not tested or not shown; & = joins results of further samples; [ ] = remark or other dose. Only part of the results is shown; the hit share may differ from the screen's.
Molecule,RBBP9 inhibitor,PGE2 EP2 inh,BaF3 tox,PPC-1+TRAIL kill,Ba/F3 V617F tox,Furin inh,p97 ATPase inh,p47phox inh,Tb hexokinase
CCN(CC)c1ccc(NC(=O)CCCOc2cccc(C)c2)cc1,-6,7,4,-4,-2,-21,-1,-6,-1
CCOc1ccc(NC(=O)COC(=O)c2ccc3c(c2)C(=O)N(CCc2ccccc2)C3=O)cc1,-9,3,2,9,3,-4,-7,5,-5
Cc1n[nH]c(C)c1S(=O)(=O)N1CCN(C(=O)c2ccco2)CC1,-2,11,0,15,0,-28,2,-9,1
CCCn1c(C)cc(C(=O)CSc2nc3nc(C)cc(C)n3n2)c1C,-8,0,0,-8,-3,-19,5,-3,-12
COc1ccc(C(=O)N2CCCC2)cc1S(=O)(=O)N1CCC(C)CC1,-7,15,5,3,2,-9,-3,-16,5
O=C(c1cc2nc(-c3ccco3)cc(C(F)(F)F)n2n1)N1CCCc2ccccc21,-4,1,0,10,2,-16,-3,-6,-2
C=CCn1c(C)cc(C(=O)CN2NS(=O)(=O)c3ccccc3C2=O)c1C,-14,2,17,10,4,-18,0,0,-4
Cc1cccc(N=C2NC(=O)/C(=C/c3cccnc3)S2)c1C,-11,14,-2,-20,-2,-11,3,-16,-56
COCCn1c(SCc2ccc(C(=O)OC)o2)nnc1-c1c[nH]c2ccccc12,-1,9,11,8,4,-20,-7,-1,1
O=S(=O)(c1cccs1)N1CN(Cc2ccccc2)c2nc3ccccc3nc21,-1,14,-1,10,-3,-10[20 µM],3,-10,-7
CCOc1ccccc1NC(=S)N1CCCc2ccccc21,-2,4,3,21,-1,-22,6,-1,1
COc1ccccc1/C=N/NC(=S)NCc1ccco1,6,6,-3,3,-3,-10,2,-16,-46
Cc1cccc(NC(=O)CS(=O)(=O)c2cn(C)c3ccccc23)c1,-2,12,0,17,-3,-23,-1,1,10
CC(=O)c1ccc(NC(=S)NC(=O)c2c(Cl)c(C)nn2C)cc1,2,7,4,-1,2,-16,2,-8,-14
Cc1cc(C)c(S(=O)(=O)NC2CCN(Cc3ccccc3)CC2)c(C)c1,-6,3,-14,10,-1,-23,-1,2,-2
Brc1ccc(CSc2nnc(-c3cnccn3)n2Cc2ccco2)cc1,-1,.,10,-9,4,-26,-3,-11,6
N/C(=N\OC(=O)c1cccc(Br)c1)c1ccncc1,-5,7,8,15,2,-14,4,-8,2
CC1(c2ccc(OC(F)F)cc2)NC(=O)N(CC(=O)Nc2ccc(S(N)(=O)=O)cc2)C1=O (stereo unspecified),-5,6,-1,16,-1,-13,1,-8,-4
CCN1CNC(=S)N(c2cc(C)ccc2C)C1,-10,12,0,14,-2,-13[20 µM],0,-13,-1
COC(=O)c1cc(O)cc(OC)c1C(=O)c1c(O)cc(C)cc1O,.,12,.,8,.,-23,.,-13,-27
CCS(=O)(=O)Nc1cccc(C2=NN(S(=O)(=O)CC)C(c3ccccc3)C2)c1 (stereo unspecified),-1,14,3,14,2,-16,-3,-212,3
O=S(=O)(NCC1CCCO1)c1ccc(-c2ccc(S(=O)(=O)NCC3CCCO3)cc2)cc1 (stereo unspecified),-3,13,80*,31,52*,-18,-2,1,-4
O=C(N/N=C\c1ccccc1)c1sccc1-n1cccc1,-3,17,-2,27,-3,-5[20 µM],4,-19,-14
COCCSc1nnc(NC(=O)c2cc(OC)c(OC)cc2[N+](=O)[O-])s1,-1,13,4,15,0,-18,2,3,-27
CC1(C)C(=O)Nc2ccccc2N1C(=O)CSc1nnc2ccccn12,0,5,6,18,0,-6,6,1,28
COc1cc(NC(=S)N2CCCC(CO)C2)cc(OC)c1 (stereo unspecified),2,3,3,10,-3,-10,4,-5,-4
C[C@@H]1CN=C2N(CCNC(=O)CCC3CCCCC3)[C@H](Cc3ccc(O)cc3)CN21,5,5,1,14,0,-28,4,4,11
CC(C)c1ccc(N(CC(=O)O)S(=O)(=O)c2cccnc2)cc1,-1,8,-1,6,-3,9,7,-13,-2
O=C(NC1CCN(Cc2ccccc2)CC1)c1cncc(Br)c1,-2,3,8,4,3,-16,-3,-5,7
CCNc1ccc(C(=O)OC(C(=O)NC(N)=O)C(C)C)cc1[N+](=O)[O-] (stereo unspecified),-5,7,9,15,2,-10,-4,-5,1
Cc1c(C(=O)OCCOC(C)C)[nH]c2c1C(=O)CC(C)(C)C2,-8,1,2,29,2,-4,-6,-7,7
O=C(NCc1ccc(F)cc1)C1CCC(=O)N1C1CCCCC1 (stereo unspecified),-6,-3,5,-8,1,-28,-7,-5,1
COc1ccc(C(O)c2coc3ccc(O)c(CN(C)C)c23)cc1 (stereo unspecified),-8,19,-2,27,-4,-25[20 µM],1,-11,-3
O=C(c1cc2ccccc2oc1=O)N(Cc1ccccc1)CC1CCCO1 (stereo unspecified),-5,9,0,-1,0,-11[20 µM],-6,4,-14
Cc1ccc(-n2nnnc2SCC(=O)N2CCN(C(=O)c3ccco3)CC2)c(C)c1,-9,9,2,1,0,-11[20 µM],-2,-9,2
O=C(NNC(=O)c1cccc([N+](=O)[O-])c1)c1ccncc1,-1,10,7,-11,5,-12,-2,-10,-14

# Reformatted field by field: entries from further up
COc1cc(NC(=S)N2CCCC(CO)C2)cc(OC)c1 (stereo unspecified)
- RBBP9 inhibitor: 2
- PGE2 EP2 inh: 3
- BaF3 tox: 3
- PPC-1+TRAIL kill: 10
- Ba/F3 V617F tox: -3
- Furin inh: -10
- p97 ATPase inh: 4
- p47phox inh: -5
- Tb hexokinase: -4
C[C@@H]1CN=C2N(CCNC(=O)CCC3CCCCC3)[C@H](Cc3ccc(O)cc3)CN21
- RBBP9 inhibitor: 5
- PGE2 EP2 inh: 5
- BaF3 tox: 1
- PPC-1+TRAIL kill: 14
- Ba/F3 V617F tox: 0
- Furin inh: -28
- p97 ATPase inh: 4
- p47phox inh: 4
- Tb hexokinase: 11
CC(C)c1ccc(N(CC(=O)O)S(=O)(=O)c2cccnc2)cc1
- RBBP9 inhibitor: -1
- PGE2 EP2 inh: 8
- BaF3 tox: -1
- PPC-1+TRAIL kill: 6
- Ba/F3 V617F tox: -3
- Furin inh: 9
- p97 ATPase inh: 7
- p47phox inh: -13
- Tb hexokinase: -2
O=C(NC1CCN(Cc2ccccc2)CC1)c1cncc(Br)c1
- RBBP9 inhibitor: -2
- PGE2 EP2 inh: 3
- BaF3 tox: 8
- PPC-1+TRAIL kill: 4
- Ba/F3 V617F tox: 3
- Furin inh: -16
- p97 ATPase inh: -3
- p47phox inh: -5
- Tb hexokinase: 7

# Continuation:
Molecule,RBBP9 inhibitor,PGE2 EP2 inh,BaF3 tox,PPC-1+TRAIL kill,Ba/F3 V617F tox,Furin inh,p97 ATPase inh,p47phox inh,Tb hexokinase
COc1cc(S(=O)(=O)N2CCOCC2)ccc1F,-6,14,4,5,1,-19,3,-7,5
C=CCc1cccc(/C=N/NC(=O)CCC(=O)Nc2ccc(F)cc2)c1O,3,8,9,16,-1,2,3,3,19
COc1cc(OC)cc(C(=O)N2CCC(C(=O)Nc3ccc4c(c3)OCCO4)CC2)c1,1,2,14,13,6,-16,-1,7,-2
C/C=C(/C)C(=O)Nc1cccc(C2=NOC3(C2)C[C@@H](C(N)=O)N(C(=O)C2(C)CC2)C3)c1 (stereo partly specified),.,8,.,21,.,-27,.,1,-8
COc1ccccc1C(=O)Nc1ccc(S(=O)(=O)N2CCCC2)cc1,-4,3,8,22,9,-6[20 µM],-2,4,6
CC(C)NC(=O)CSc1nnc(-c2ccncc2)n1-c1ccccc1,-9,14,4,14,3,-8[20 µM],-2,-11,-3
CCC(=O)Nc1cc(C)c(NC(=O)C23CC4CC(CC(C4)C2)C3)cn1,-2,9&14,9,18,1,-9[20 µM],1,-8,3
CC(C)(C)NC(=O)Cn1c(SCC(=O)NC2CCCCC2)nc2ccccc21,-2,5&6,0,-4,0,-3,2,-12,4
CCCCn1cnc2c1c(=O)[nH]c(=O)n2CCCC,-2,12,5,20,3,-11[20 µM],-3,-12,-4
c1ccc(N2CCN(Cc3cnc(N4CCOCC4)s3)CC2)cc1,-1,8,7,8,0,-27,4,0,1
O=C(Nc1ccc(F)cc1)Nc1ccc(N2CCOCC2)c2nonc12,-5,7,1,4,-4,-23,5,-8,-3
COc1ccc(C(=O)Nc2cccc3c2C(=O)NC3=O)cc1S(=O)(=O)N1CCOCC1,-7,.,8,17,4,-40,-2,-7,-20
O=C1CC(NCc2ccncc2)C(=O)N1c1ccc(Cl)cc1 (stereo unspecified),-7,0,-2,18,-2,-18,1,-11,-16
COc1ccc(-c2ccc(-c3noc(-c4ccccc4F)n3)c(OC)n2)cc1,-4,4,0,24,4,-19[20 µM],-3,-27,-2
NC(=O)CN(N=Nc1cccc([N+](=O)[O-])c1)c1cccc([N+](=O)[O-])c1,-4,6,-1,11,1,-14,-1,-7,-18
CCOC1(OCC)N=C(N)C2(C#N)C(c3cccc(C)c3)C12C#N (stereo unspecified),3,12,-1,32,-2,-13[20 µM],4,-9,-1
CCn1c(SCc2ccc(C#N)cc2)nnc1-c1ccc(S(=O)(=O)N2CCCCC2)cc1,0,13,12,-4,7,-11,8,-6,0
CCC(CC)c1nnc(NC(=O)c2c(C)nn(Cc3ccccc3Cl)c2C)s1,-12,8,7,17,4,-9[20 µM],-10,-6,-3
Cn1c(=N)n(CC(=O)O)c2ccccc21,-1,14,8,1,8,-4[20 µM],-2,-9,3
CC1(C)CC(=O)C(C=NCC(N)=O)=C(O)C1,-6,9,2,11,1,-19,3,-4,-4
CNC(=O)c1sc(-c2cccnc2)nc1C,-6,8,5,5,-3,-22[20 µM],1,-4,-5
COc1ccc(CNC(=O)C2CC(c3cccc([N+](=O)[O-])c3)=NO2)cc1 (stereo unspecified),-6,4,5,0,2,-15[20 µM],-5,-2,-2
O=C(Cc1ccc([N+](=O)[O-])cc1)Nc1ccc2c(c1)OCO2,-4,4,1,26,2,-19,5,0,3
FC(F)(F)c1nnc2ccc(-n3ccnc3)nn12,-12,11,3,-2,-2,-35,-1,-19,-15
COc1ccccc1CN(CC(=O)NCC1CCCO1)C(=O)CNS(=O)(=O)c1ccc(C)cc1 (stereo unspecified),-13,14,4,10,-2,-14,-2,3,-3
Nc1c(C(=O)NCc2ccco2)sc2nc3c(cc12)C(=O)CCC3,0,9,-1,-19,-3,-17[20 µM],3,-17,-4
CC(C)c1ccc(N=C2N=C(N)c3ccccc32)cc1,-10,14,-3,40,-5,-7,5,-4,-10
O=C(COC(=O)C1CCN(S(=O)(=O)c2ccc3c(c2)OCCO3)CC1)Nc1ccccc1OC(F)F,-9,1,8,-1,5,-15,-5,-6,0
COCCN1Cc2cccc(C(=O)NC3CCCCCC3)c2C1=O,-10,4,3,-2,2,-25,-6,-11,-1
O=C(Nc1ccon1)C12CC3CC(C1)CC(n1cnc([N+](=O)[O-])n1)(C3)C2,5,7,7,-19,3,-15,0,14,-1
COC(=O)CCC(=O)Nc1ccccc1C(=O)Nc1ccccc1,-2,16,-1,4,-1,-5[20 µM],4,-11,-2
Cc1ccccc1NC(=O)OCc1cn(-c2ccc(Cl)cc2)nn1,-11,6,2,-14,-1,-13,-3,-25,-9
CCOC(=O)c1nn(-c2ccccc2)c2nc(-c3ccc(OC)cc3)c(C#N)c(=O)n12,-6,4,4,12,1,-19,4,-11,-11
O=C(OCc1nc2scc(-c3ccccc3)c2c(=O)[nH]1)c1cc([N+](=O)[O-])ccc1Cl,7,2,9,21,2,-15,9,-1,20

# Source: PubChem BioAssay (several laboratories)
